From PubChem BioAssay
SNCA expr inh: SNCA gene expression inhibition; HEK-293 SNCA-luciferase knock-in, luminescence, 24 h; Potency, µM (titrated, usually from 57.2 µM), for the others: at the top dose activity change, negative = inhibition, actives largely listed as inhibitors; actives 0.17% (n = 140,000);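 further: potency means the concentration at half of the fitted maximal effect; plate controls were DMSO cells for no effect and cell-free wells for full effect; nearly all actives have a fitted effect of over 45% in size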
SNCA viab count: cell viability loss counter-screen; HEK-293-SNCA-luc viability, GF-AFC fluorescence, 24 h; Potency, µM (highest dose often 57.1 µM), inactives show at the top dose activity change, negative = cytotoxicity, hits mostly cytotoxic; actives 0.12% (n = 150,000);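 further: potency means the concentration at half of the fitted maximal effect; 0% = DMSO-treated cells and -100% = medium-only wells without cells; nearly all actives have a fitted effect of over 30% in size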
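HEK-293-SNCA-luc cells (1500/well) plated 24 h, then exposed 24 h to a dilution series; GF-AFC added 30 min at 37C, fluorescence 405/540 nm; normalised to medium-only and DMSO wells, Hill fit.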
IP6K1 inh: blocks human inositol hexakisphosphate kinase 1; Q92551; IP6K1 kinase, ADP-Glo luminescence, 2 h; active compounds read low; activity change, % (series mostly up to about 58 µM); actives 0.81% (n = 140,000); in the data active means activity change below about -25%
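ADP-Glo luminescence measures ADP made by human IP6K1 during a 2 h RT reaction with ATP/IP6 (mix at 1.3 mM/130 uM); top library doses 57.5 and 19.1 uM final.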
HEK cytotox: kills HEK 293 cells; actives 6.6% (n = 94,000); Potency, µM (top dose mostly 115 µM), inactives show top-dose activity change, negative = cytotoxicity, most hits filed as inhibitors; HEK 293 viability, ATP luminescence (CellTiter-Glo), 48-72 h; further: potency means the concentration at half of the fitted maximal effect; nearly all actives have a fitted effect of over 60% in size
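ATP-coupled CellTiter-Glo luminescence served as viability read-out, recorded 10 min after reagent addition at room temperature. HEK 293 cells, 250 cells/well, had been incubated with pintool-transferred compound for 48 or 72 hr at 37 degree Celsius.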
3T3 cytotox: kills NIH 3T3 cells; NIH 3T3 viability, CellTiter-Glo ATP luminescence, 48-72 h; AID 1345082; Potency, µM (doses to about 96.7 µM), for inactives: at the highest dose activity change, negative = cytotoxicity, most hits filed as inhibitors; actives 4.3% (n = 94,000); further: potency means the concentration at half of the fitted maximal effect; nearly all actives have a fitted effect of over 55% in size
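NIH 3T3 cells at 400 cells/well received 23 nL of compound by pintool and were incubated 48 or 72 h at 37 °C. Viability was read as ATP-coupled CellTiter-Glo luminescence.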
FLuc inh: blocks purified firefly luciferase enzyme activity. P08659. purified P. pyralis luciferase, luminescence, biochemical. actives 2.5% (n = 76,000). Potency, µM (doses to about 115 µM), for inactives: at the highest dose activity change, negative = inhibition, actives largely listed as inhibitors; further: potency means the concentration at half of the fitted maximal effect; nearly all actives have a fitted effect of over 65% in size
Target sequence (P08659 whole entry, looked up): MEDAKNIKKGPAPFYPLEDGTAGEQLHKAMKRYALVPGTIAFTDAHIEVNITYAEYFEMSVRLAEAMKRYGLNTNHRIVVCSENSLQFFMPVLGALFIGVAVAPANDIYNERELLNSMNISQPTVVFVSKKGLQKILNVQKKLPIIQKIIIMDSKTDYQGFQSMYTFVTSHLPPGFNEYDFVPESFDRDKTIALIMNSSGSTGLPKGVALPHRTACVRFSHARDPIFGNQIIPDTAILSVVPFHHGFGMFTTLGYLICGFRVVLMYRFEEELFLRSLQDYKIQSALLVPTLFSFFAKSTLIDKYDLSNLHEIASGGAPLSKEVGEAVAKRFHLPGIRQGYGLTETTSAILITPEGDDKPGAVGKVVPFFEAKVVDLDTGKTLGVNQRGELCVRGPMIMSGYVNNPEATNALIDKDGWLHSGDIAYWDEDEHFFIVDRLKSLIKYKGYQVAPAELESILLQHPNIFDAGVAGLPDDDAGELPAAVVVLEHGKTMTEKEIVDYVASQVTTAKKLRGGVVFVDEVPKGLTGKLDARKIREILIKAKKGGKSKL
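Purified 10nM P. pyralis luciferase with 10uM D-luciferin and 10uM ATP in 50mM Tris acetate pH 7.5, 10mM Mg acetate, 0.01% Tween-20, 0.05% BSA. qHTS titration; luminescence read by CCD imager.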
GPT2 inh: GPT2 alanine aminotransferase inhibition; Potency, µM (highest dose often 57.7 µM), for inactives: at the highest dose activity change, negative = inhibition, most hits filed as inhibitors; Recombinant GPT2, coupled pyruvate oxidase/HRP Amplex Red fluorescence; actives 0.25% (n = 100,000); further: potency means the concentration at half of the fitted maximal effect; nearly all actives have a fitted effect of over 60% in size; many of its hits are not listed in these tables
Target sequence (Q8TD30 whole entry, looked up): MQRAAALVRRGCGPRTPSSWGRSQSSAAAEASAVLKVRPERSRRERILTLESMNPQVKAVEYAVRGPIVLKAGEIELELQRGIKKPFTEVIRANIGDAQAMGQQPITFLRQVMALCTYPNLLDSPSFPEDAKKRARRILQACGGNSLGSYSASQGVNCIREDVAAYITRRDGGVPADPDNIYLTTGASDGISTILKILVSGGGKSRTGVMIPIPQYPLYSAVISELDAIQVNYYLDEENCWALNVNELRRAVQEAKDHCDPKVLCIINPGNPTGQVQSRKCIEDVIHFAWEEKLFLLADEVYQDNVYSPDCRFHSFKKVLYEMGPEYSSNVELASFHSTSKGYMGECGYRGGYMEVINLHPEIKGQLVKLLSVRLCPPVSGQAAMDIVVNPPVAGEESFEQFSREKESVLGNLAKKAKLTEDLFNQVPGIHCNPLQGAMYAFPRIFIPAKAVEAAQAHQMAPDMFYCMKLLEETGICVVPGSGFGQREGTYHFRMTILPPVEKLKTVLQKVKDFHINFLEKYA
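Fluorescence of coupled pyruvate oxidase/HRP/Amplex Red system (50uM Amplex, 30 min, dark) reports pyruvate formed by GPT2. Enzyme reaction: 10ng/uL GPT2, 2mM L-alanine, 250uM a-KG, 30 min room temperature, pH 7.5; 50uM AOA control.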
* hit, by the source's call; i = inactive; ? = inconclusive; / = not tested or not shown; [ ] = dose if it differs, or a comment. Unless noted, the call rests on the fitted dose curve; in most records, active means well fitted curve in the direction sought with a large enough effect; inconclusive means small, poorly fitted or top-dose-only effect, or another doubt; inactive means no such curve, though single readings can be large; an effect the other way counts as inactive or inconclusive. Unless noted, on the % scale 0 is the no-effect control and ±100 the full control effect. This is a subset; count on the stated rates, not on these rows.

Order of results: SNCA expr inh, SNCA viab count, IP6K1 inh, HEK cytotox, 3T3 cytotox, FLuc inh, GPT2 inh
COc1ccc(C(=O)NCc2nnc3ccc(-c4ccc(F)cc4)nn23)c(OC)n1
    4%, ?, 22, -19%, -6%, -13%, -18%
CCOc1ccc(CNC(=O)C2Cc3ccccc3N2C(=O)CC)cc1OC (configuration not stated)
    1%, -11%, 34, /, /, /, /
COc1cc(-c2nc3c([nH]2)CCCNC3=O)ccc1O
    -21%, -9%, 15, i, ?, -11%, ?
CCOC(=O)[C@H]1C[C@]2(CCCCN(CCOC(C)=O)C2=O)N(C(=O)CC(C)C)[C@H]1c1ccco1
    /, /, -10, ?, -20%, /, /
CC1(c2ccccc2)N(Cc2ccccc2F)C(=O)OC12CCN(Cc1cccc(C#N)c1)CC2 (configuration not stated)
    -10%, -19%, -8, ?, -18%, -5%, -6%
Cc1cc(=O)n(CC(=O)Nc2cc(Cl)ccc2C)c(N(C)Cc2ccccc2)n1
    -17%, 0%, 26, 25µM*, ?, 6%, -9%
Cc1cccc(CSCc2ccc(C(=O)NCCc3ccccc3)o2)c1
    -3%, 12%, -2, /, /, /, /
O=C(NCc1cccs1)C1CCN(c2nc3ncccc3o2)CC1
    12%[87.6 µM], 7%[87.6 µM], -1, -19%[172 µM], -23%[138 µM], -1%[172 µM], -2%[88.5 µM]
Cc1ccc(N2Cc3c(ncnc3N3CCN(c4ncccn4)CC3)N(C)CC2=O)cc1
    1%, -8%, -6, -20%, -10%, -4%, i
O=C(c1ccc2nc(-c3cccnc3)oc2c1)N1CCCCC1
    30%[87.6 µM], -3%[87.6 µM], -9, i, -4%[138 µM], /, -1%[88.5 µM]
CCOC(=O)c1cccc(NC(=O)CN2C(=O)CC(C)(C)Sc3ccccc32)c1
    15%, -13%, 1, /, /, /, /
Cc1ccc(CN2C[C@H]3CN(C(=O)C4CCOCC4)CCN3C2=O)cc1
    -16%[87.6 µM], -1%[87.6 µM], 6, 3%[172 µM], i, -3%[172 µM], -2%[88.5 µM]
Cc1cccc(Cn2nnc(C(=O)Nc3cc(C)ccc3C)c2N)c1
    11%, -1%, -11, /, /, /, /
CCN(C(=O)Cn1c(C)cc2nc3n(c(=O)c21)CCCCC3)c1cccc(C)c1
    -13%, -20%, -5, -26%, -16%, 1%, i
CCOC(=O)C1(Cc2ccccc2F)CCCN(C(=O)c2cccc(C(=O)OC)c2)C1 (configuration not stated)
    -4%, -2%, 4, ?, ?, 4%, -2%

One compound at a time, as listed above. Values in the order: SNCA expr inh	SNCA viab count	IP6K1 inh	HEK cytotox	3T3 cytotox	FLuc inh	GPT2 inh
O=C(c1ccc2nc(-c3cccnc3)oc2c1)N1CCCCC1 across the screens: 30%[87.6 µM]	-3%[87.6 µM]	-9	i	-4%[138 µM]	/	-1%[88.5 µM]
CCOC(=O)[C@H]1C[C@]2(CCCCN(CCOC(C)=O)C2=O)N(C(=O)CC(C)C)[C@H]1c1ccco1 across the screens: /	/	-10	?	-20%	/	/

(listing goes on)
Order of results: SNCA expr inh, SNCA viab count, IP6K1 inh, HEK cytotox, 3T3 cytotox, FLuc inh, GPT2 inh
O=C(COc1ccccc1)N[C@H]1CO[C@H]2[C@@H]1OC[C@@H]2n1nnnc1Oc1ccc2c(c1)OCO2
    -16%, 5%, -8, -15%, -22%, -4%, i
O=C(NCC1CCCO1)N1CCCn2cc(-c3ccccc3)nc21 (configuration not stated)
    30%, -12%, 1, ?, i, -3%, i
COc1cccc(C2=NOC(C(=O)NC(C)(C)C)C2)c1 (configuration not stated)
    -20%, -1%, -5, -7%, i, 4%, -2%
Cn1ccnc1C(=O)N1CCCCCCNC(=O)[C@@H]2CCCC[C@@H]21
    -4%, -2%, -14, ?, -16%, 2%, i
CC(=O)c1ccc(NS(=O)(=O)c2ccc(Br)s2)cc1
    59%[activator], -6%, -5, /, /, /, /
CCc1ccc(S(=O)(=O)N[C@@H]2COCC[C@H]2Oc2ccccn2)s1
    13%, -2%, -10, -9%, ?, 3%, i
COc1ccc(-c2noc([C@@H]3CCCN3C(=O)Cc3ccccc3Cl)n2)cc1OC
    -10%, -18%, 0, ?, ?, -2%, -24%
COc1ccccc1CCC(=O)N1CCC2(CC1)N=C(c1ccc(C)cc1)NO2
    53%[activator], ?, 4, -25%, -29%, -11%, ?
COc1ccccc1-c1cc2c(ccn2C)c(C(=O)NCCN2CCNC2=O)n1
    18%[87.6 µM], -6%[87.6 µM], -5, -28%[172 µM], 100µM*, 12%[172 µM], -14%[88.5 µM]
Oc1cccc(-c2nc3ncccn3c2Nc2cccc(C(F)(F)F)c2)c1
    ?, -11%, -8, /, /, /, /
O=c1ncn(CC2CC2)c2ccc(N3CCC(c4ccccc4)CC3)nc12
    10%[87.6 µM], -1%[87.6 µM], 11, ?, -22%[138 µM], 56µM*, i
O=C(c1ccc(Cl)cc1)N1CCC([C@@H]2CNC[C@H]2CO)CC1
    19%, -5%[12.5 µM], 16, ?, -14%, -6%, -3%
CC(C)C(=O)N1CCC(Oc2cccc(F)c2)C1 (configuration not stated)
    -11%, -6%, 11, -12%, -8%, 2%, -7%
CC(O)CN1CCC(=O)N(C2CCCC2)Cc2ccccc21 (configuration not stated)
    /, /, 25, -29%, ?, /, /
COc1ccc(CNC(=O)CSc2ncc3c(n2)-c2cc(Cl)ccc2N(Cc2ccccc2)S3(=O)=O)cc1
    25%, 4%, -27*, /, /, /, /
CCCCNC(=O)C1CCN(C(=O)N2CC(C)Oc3ccc(Cl)cc32)CC1 (configuration not stated)
    21%, 0%, 0, /, /, /, /
OCCC1CN(Cc2cn[nH]c2-c2ccc(F)cc2)CCN1Cc1cccs1 (configuration not stated)
    2%, 1%, 27, -18%, -19%, -2%, -10%
CN1CC2(CCN(Cc3cccn3C)CC2)CC1C(=O)N1CCOCC1 (configuration not stated)
    14%, 0%, -8, -21%, ?, -14%, -1%
CC(C)c1ccc(-c2nc(-c3cccnn3)no2)c(=O)[nH]1
    12%, 2%, 16, ?, -1%, ?, 4%
COc1ccccc1Cn1cc(C(=O)c2ccccc2)c(=O)c2cc(OC)c(OC)cc21
    15%, ?, -12, /, /, /, /
COCC(=O)N1CCCN(CCc2ccccc2)c2ccccc21
    29%, -8%, -13, 35µM*, -29%, -3%, i
COc1ccccc1-c1n[nH]c2c1CC(=O)N(c1ccccc1)C2
    15%[87.6 µM], 6%[87.6 µM], 14, -19%[172 µM], ?, -3%[172 µM], i
Cn1ncc2c(C(=O)NCC(F)(F)F)cc(-c3cccc(F)c3)nc21
    /, /, 10, ?, ?, /, /
O=C1NCCCCCCN(C(=O)c2ccco2)[C@H]2CCC[C@@H]12
    6%, 6%, -3, -1%, -7%, -2%, 5%
COc1ccccc1NC(=O)c1sc2nc(-c3cc4ccccc4oc3=O)[nH]c(=O)c2c1C
    -4%, 10%, -4, /, /, /, /
COc1c(C(O)CC(C)C)ccc2c1C(=O)OCc1cc(C)cc(O)c1O2 (configuration not stated)
    /, 28%, 0, /, /, /, 1%[27.3 µM]
Cc1ccc(N2CCN(c3nc4ccccc4n4nnnc34)CC2)c(C)c1
    96%[activator], 7%, -12, /, /, /, /
Cc1cc2ncc(C(=O)NCc3cccnc3)cn2n1
    ?, 1%[87.6 µM], 8, i, 2%[138 µM], /, 2%[88.5 µM]
COc1ccc(C2Cn3nnc(-c4noc(-c5ccc(OC)c(F)c5)n4)c3CO2)cc1 (configuration not stated)
    -13%, 2%, 12, 9%, -1%, 0%, i
Clc1cccc(-c2cnc([C@@H]3COCCN3Cc3c[nH]c4ccccc34)[nH]2)c1
    1%[87.6 µM], -9%[87.6 µM], 13, ?, ?, 15%[172 µM], 0%[88.5 µM]
NS(=O)(=O)c1ccc(N2N=C(c3ccccc3)CC2c2ccccc2)cc1 (configuration not stated)
    /, -2%, 25, /, /, /, i
CCc1cccc(NC(=O)N2CCCC2c2nncn2C2CCCC2)c1 (configuration not stated)
    -13%, -11%, -2, 12%, ?, 3%, i
COc1ccc(OC)c(S(=O)(=O)NCCc2sc(-c3ccc(C)cc3)nc2C)c1
    12%, -15%, 11, /, /, /, /
Cn1ccnc1-c1ccc(N2CCCC(CO)(CCOc3ccccc3)C2)nn1 (configuration not stated)
    -40%, ?, 7, 32µM*, ?, -2%, -5%
COc1ccc(S(=O)(=O)NCCc2sc(C)nc2C)cc1F
    14%, 5%, -3, /, /, /, /
O=C(CSc1nnc(-c2ccc(Cl)cc2)o1)c1ccc([N+](=O)[O-])cc1
    -1%, -3%, 5, /, /, /, /
O=C([C@@H]1C[C@H](F)CN1S(=O)(=O)c1ccccc1)N1CCOCC1
    ?, ?, -1, 0%, -19%, -8%, i
COc1ccccc1-c1cc(C(=O)NCCc2ccc(F)cc2)nn2cccc12
    ?, -5%, -8, 35µM*, ?, /, i
Cc1ccc(NC(=O)Cn2c(=O)n(-c3ccc(CC(=O)NCC4CCCO4)cc3)c(=O)c3ccccc32)cc1 (configuration not stated)
    5%, -24%, 2, /, /, /, /
Cc1cccc(-c2cn[nH]c2C2CCN(C(=O)c3cc(=O)[nH]c(=O)[nH]3)CC2)c1
    -18%, 2%, 7, ?, -17%, -4%, 1%
c1ccc(C(c2cccs2)c2c[nH]c3ccccc23)cc1 (configuration not stated)
    ?, -26%, -18, /, /, /, /
CCN(CC)Cc1cnc2c(C(=O)N(C)Cc3ccccc3C)cnn2c1
    ?, 9%, 8, -19%, 1%, -6%, 1%
COc1ccc(NC(=O)CCS(=O)(=O)c2nc(-c3cccs3)cc(C(F)(F)F)n2)cc1
    35µM*, ?, 1, /, /, /, /
COc1cccc(-c2nc(CS(=O)(=O)CC(=O)NCc3ccc(C)cc3)c(C)o2)c1
    -22%, -9%, 6, /, /, /, /
CCc1nc2ccc(C(=O)NCc3cccc(Br)c3)cc2nc1CC
    61%[activator], ?, 10, /, /, /, /
O=C(NCCCN1CCc2ccccc2C1)C1Cn2cccc2C(=O)N1Cc1ccccc1 (configuration not stated)
    -12%, -6%, -6, -12%, ?, -5%, i
CC(C)(C)n1nnnc1C1CC2(CCOCC2)C(=O)N1Cc1ccc(C(F)(F)F)cc1 (configuration not stated)
    ?, -6%, 3, i, i, 0%, -4%
O=[S+]([O-])(Nc1ccccc1)c1ccc2c(c1)OCCN(Cc1nccs1)C2
    12%[87.6 µM], -7%[87.6 µM], 0, ?, ?, -6%[172 µM], ?
O=C1Nc2ccc(-c3ccc4c(c3)OCO4)cc2C(=O)N2CCN(C(=O)c3cccs3)C[C@@H]12
    -14%, -17%, -17, 32µM*, 35µM*, -13%, 1%
CCC(Sc1nc2nccnc2c(=O)n1Cc1ccc(OC)cc1)C(=O)NC1CCCCC1 (configuration not stated)
    -27%, ?, 27, /, /, /, /
O=C(c1cccc(Br)c1)N1CCN(c2cc(-c3ccc(Cl)cc3)[nH]n2)CC1
    -2%, -2%, -4, 40µM*, 32µM*, -6%, i
Cc1cc(C)cc(CSCC(=O)N[C@H]2CCOC[C@H]2C2CCOCC2)c1
    7%, -14%, 14, -6%, -14%, -1%, -13%
